From PubChem
MC4R ag barr = agonists of human melanocortin 4 receptor (MC4R) beta-arrestin; P32245; U2OS MC4R beta-arrestin complementation, luminescence; percent of melanotan II response, DMSO zero; activation, % at 8.9 µM; 360,000 compounds, 0.98% hits; AID 540308;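 active = activation above a per-plate cutoff, the mean activation of sample wells on that plate plus 3 SD, cut at about 8% in these data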
H9c2 protect = modulators protecting cardiomyocytes from myocardial damage | H9c2 cardiomyocytes, H2O2 injury protection, ATPLite, 2 h | protection from H2O2 cell death, % at 20 µM | 360,000 compounds, 0.63% hits;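 active = compounds giving at least 50% protection of heart cells from peroxide-induced death in the single-dose screen, raw or plate-pattern-corrected value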;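 also: 0% = DMSO wells with peroxide and 100% = DMSO wells without peroxide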
CaV13 ICDI inh = Disruptors of the CACNA1D IQ motif to Ca2+-dependent inactivation inhibitor domain association, primary screening, Förster resonance energy transfer in intact living …; 340,000 compounds, 0.098% hits; HEK cells, CFP/YFP FRET ICDI-IQ, plate reader, 10 min; percent FRET-ratio fall versus neutral wells; inhibition, % at 12.3 µM;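 active = mean replicate inhibition of at least 30% and at least 1% of replicates passing that level; inconclusive = only one of the two criteria is met; inactive = neither criterion is met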;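 also: 0% = median of the neutral control wells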
PDI inh = PDI (human) enzyme inhibition; 350,000 compounds, 0.052% hits; inhibition, % at 10 µM; P07237; PDI insulin aggregation turbidity, A650, 90 min; AID 588391;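 active = mean inhibition across replicates of 30% or more, whatever share of single replicates reach that level; inconclusive = mean inhibition below 30% while every single replicate reaches 30%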;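 also: absorbance from insulin aggregation driven by PDI reduction with DTT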
Target sequence (P07237 whole entry, looked up): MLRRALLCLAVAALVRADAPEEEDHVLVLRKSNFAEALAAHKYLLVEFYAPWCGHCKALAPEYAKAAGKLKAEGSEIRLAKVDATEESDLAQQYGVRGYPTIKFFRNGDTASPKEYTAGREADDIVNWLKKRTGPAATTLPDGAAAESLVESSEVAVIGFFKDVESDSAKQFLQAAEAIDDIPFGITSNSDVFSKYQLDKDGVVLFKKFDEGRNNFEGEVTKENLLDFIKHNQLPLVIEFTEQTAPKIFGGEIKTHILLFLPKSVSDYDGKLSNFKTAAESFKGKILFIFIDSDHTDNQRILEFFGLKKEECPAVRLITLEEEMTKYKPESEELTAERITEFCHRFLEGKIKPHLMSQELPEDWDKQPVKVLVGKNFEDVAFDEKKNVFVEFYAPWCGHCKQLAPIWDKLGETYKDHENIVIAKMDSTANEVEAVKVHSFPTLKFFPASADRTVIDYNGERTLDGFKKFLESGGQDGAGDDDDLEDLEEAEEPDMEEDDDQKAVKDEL
MC4R antag cAMP = antagonists of human melanocortin 4 receptor (MC4R); MC4R-expressing cells, MTII-stimulated cAMP, LANCE TR-FRET; AID 540295; inhibition, % at 6.5 µM; 360,000 compounds, 0.48% hits; P32245;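 active = inhibition above its plate's cutoff, the mean of tested wells on that plate plus 3 SD, cut at about 29% in these data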;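 also: 0% = Melanotan II alone and 100% = Melanotan II plus saturating MCL0020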
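Material – human MC4R-expressing U2OS cells · Repeats – no replicates · Detection – TR-FRET with Eu-cAMP and labeled anti-cAMP, 671 nm · Times – compound 30 min, challenge 1 h, detection 1 h · Compound – single nominal compound dose of 6.5 µM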
ABCB6 inh MLPCN = inhibitors of human ABC transporter ABCB6 | Q9NP58 | K562-ABCB6 porphyrin accumulation, flow cytometry, 1 h; active compounds read low | fluorescence ratio to DMSO, % at 10 µM | 360,000 compounds, 0.19% hits;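 active = fluorescence ratio to DMSO below 75%, the collection mean minus 3 SD; inconclusive = too few cells collected in the well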;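 also: signal is porphyrin accumulated inside mitochondria; 100% equals median channel fluorescence of DMSO control wells; lower ratio means ABCB6 inhibition with less porphyrin fluorescence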
HTR2A ag = mouse HTR2A agonism via beta-arrestin recruitment; P35363; CHO-K1 mHTR2A beta-arrestin complementation, luminescence; percent of 30 µM serotonin response; activation, % at 7.6 µM; 360,000 compounds, 0.66% hits;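 active = activation above a run cutoff, the mean activation of all tested compounds plus 3 SD, cut at about 14% in these data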;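 also: 0% = plate median of compound wells and 100% = 30 µM serotonin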
Target sequence (P35363 whole entry, looked up): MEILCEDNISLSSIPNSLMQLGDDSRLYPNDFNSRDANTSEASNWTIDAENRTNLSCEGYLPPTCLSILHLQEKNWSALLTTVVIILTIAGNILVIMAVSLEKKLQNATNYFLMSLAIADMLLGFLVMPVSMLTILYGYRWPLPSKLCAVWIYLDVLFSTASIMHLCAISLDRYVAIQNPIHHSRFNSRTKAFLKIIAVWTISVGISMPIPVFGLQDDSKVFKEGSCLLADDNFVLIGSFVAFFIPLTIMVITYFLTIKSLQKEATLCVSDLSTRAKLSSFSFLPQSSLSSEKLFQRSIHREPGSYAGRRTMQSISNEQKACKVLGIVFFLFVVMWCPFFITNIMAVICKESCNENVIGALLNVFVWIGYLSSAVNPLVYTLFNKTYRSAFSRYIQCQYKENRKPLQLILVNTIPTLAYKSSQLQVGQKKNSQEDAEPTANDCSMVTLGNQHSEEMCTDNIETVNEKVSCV
aDG glyco up = alpha-DG glycosylation activation; 360,000 compounds, 0.22% hits; Pro5-aDG cells, alpha-DG glycosylation AlphaScreen (IIH6); 0% Pro5, 100% B10-LARGE cell signal; activation, % at 10 µM; AID 624168;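 active = activation of at least 8% versus controls, or a plate z-score of at least 8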;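 also: Pro5 are CHO cells carrying HIG-tagged alpha-DG that lacks glycosylation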
Glyco luc inh = N-linked glycosylation inhibition; D54 ERlucT glycosylation luciferase reporter, 24 h; percent of 100 nM tunicamycin response; reporter increase, % at 12.5 µM; 360,000 compounds, 0.23% hits;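 active = mean luciferase reporter signal, scaled so untreated is 0 and the glycosylation-blocking control 100, at or above a set limit in every replicate; inconclusive = mean reaches the limit but not every replicate does; inactive = mean below the limit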;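 also: luciferase carries N-glycosylation sites so blocking glycosylation raises the light; 0% = median of neutral control wells and 100% = median of 100 nM tunicamycin wells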
Vif inh = inhibitors of HIV Vif; HEK293T cells, Vif self-association by quenched fluorescence, imaging, 24 h; inhibition, % at 7.49 µM; 340,000 compounds, 0.35% hits; AID 602346; in the data active = inhibition above about 50%, passing the limit was not always enough; inconclusive = no clear call, values can overlap the other calls; inactive = below about 31%; also: some results filed as inactive read as strong as hits
The depositor's hits bear a star; ? = inconclusive; · = no result given.

Second line of a record: MC4R ag barr, H9c2 protect, CaV13 ICDI inh, PDI inh, MC4R antag cAMP, ABCB6 inh MLPCN, HTR2A ag, aDG glyco up, Glyco luc inh, Vif inh
COC(=O)C1CC(=O)N(c2ccc(OCc3ccccc3Cl)cc2)C1 (stereo not drawn)
 : -1.6, 0, -5, 8, 2, 97, -3, 0.0, 1, 15
C/C(=N\Nc1cccc(C(=O)O)c1)c1cc2ccccc2o1
 : -3.0, -1, -18, 11, -5, 98, 1, 0.0, 7, 5
CN(C)c1ccc(NC(=O)c2ccncc2)c2ccccc12
 : -0.1, -2, ·, -7, 0, 152, 0, -0.1, 5, 11
CCCCN1C[C@H](CO)Oc2cccc(F)c2S1(=O)=O
 : 2.1, 10, -10, -4, 1, 101, 9, 0.0, 0, 5
Cc1ccc(C)c(NC(=O)CN(C)C(=O)CCN2C(=O)c3ccccc3C2=O)c1
 : -1.7, 6, -2, 4, 3, 96, 5, -0.1, 3, -15
CCC(CC)C(=O)OCC(=O)C1(O)CCC2C3CCC4=CC(=O)CCC4(C)C3C(O)CC21C (stereo not drawn)
 : 4.2, 7, -7, 8, 8, 99, -1, 0.3, 0, -3
COc1cccc(CNC(=O)CCC2CCCN(C(=O)c3cccc4c(C)c(C)[nH]c34)C2)c1 (stereo not drawn)
 : -0.2, -1, -8, 2, 2, 86, 5, 0.5, 0, -1
O=C(CC1SCCNC1=O)Nc1cccc(Cl)c1 (stereo not drawn)
 : 0.9, -4, ·, -7, -1, 95, 7, -0.2, 1, 12
Cc1n[nH]c(C)c1S(=O)(=O)N1CCCC(C(=O)Nc2nccs2)C1 (stereo not drawn)
 : -0.6, -6, -4, 12, 11, 95, 4, -0.2, -2, 7
CC(C)C(NCc1c(Cl)cccc1Cl)C(=O)O (stereo not drawn)
 : -1.3, 10, -6, -4, 3, 97, 1, 0.1, 2, 3

Next structures:
Second line of a record: MC4R ag barr, H9c2 protect, CaV13 ICDI inh, PDI inh, MC4R antag cAMP, ABCB6 inh MLPCN, HTR2A ag, aDG glyco up, Glyco luc inh, Vif inh
CCN1C(=O)N[C@@H](c2cccc(F)c2)C(C(=O)OC)=C1C
 : -0.1, -1, -4, -1, 0, 103, 4, 0.3, 4, 7
O=C(N=C1SC2CS(=O)(=O)CC2N1Cc1ccccc1Cl)C1CC1 (stereo not drawn)
 : -2.1, 9, -6, 1, 23, 106, -4, -0.2, 0, 7
Cc1ccccc1NC(=O)Cn1c([N+](=O)[O-])cnc1C
 : 2.1, -1, -3, -1, 6, 101, 4, 0.3, 3, -9
O=C(O)CSCC(=O)Nc1cccc(C(F)(F)F)c1
 : -2.4, 4, -7, -6, 6, 102, -1, 0.2, 5, -13
Cc1nn(C(=O)c2cc([N+](=O)[O-])ccc2Cl)c(C)c1Br
 : 1.6, -7, -5, -2, 16, 98, -10, 0.2, 2, -15
COc1cc(OC)c(OC)cc1CNC(=O)c1cc(S(=O)(=O)N(C)c2ccccc2OC)ccc1C
 : 0.6, -5, -5, -1, 3, 94, 3, 0.3, -2, -2
O=C(O)CCC(=O)Nc1ccc(-n2ccc(C(F)(F)F)n2)cc1
 : 2.3, 3, 14, 13, 3, 101, -2, -0.1, -2, ?
O=C(CN1C(=O)NC2(CCCC2)C1=O)OCCOc1ccc(Cl)cc1
 : 0.1, -1, -6, 5, 5, 96, 3, -0.2, 1, 11
Cc1ccc(C(=O)ONc2ccc(N=NC(=O)c3ccccc3O)cc2)cc1
 : 0.4, -6, -5, -10, 8, 91, 3, 0.4, -3, ·
COC(=O)C1C2C=CC3(CN(c4ccc(Cl)c(F)c4)C(=O)C13)O2 (stereo not drawn)
 : 0.4, 11, -5, ·, 16, 98, 0, -0.3, 3, -6

The list continues:
Second line of a record: MC4R ag barr, H9c2 protect, CaV13 ICDI inh, PDI inh, MC4R antag cAMP, ABCB6 inh MLPCN, HTR2A ag, aDG glyco up, Glyco luc inh, Vif inh
S=C(Nc1ccc(Oc2ccccc2)cc1)N(CCCN1CCOCC1)Cc1ccccn1
 : 1.4, -4, 1, 2, 19, 93, -4, 0.0, -1, 6
COc1cc(-c2nnc(SCC(=O)N3CCOCC3)o2)cc(OC)c1OC
 : 0.4, -2, -4, -17, 5, 90, 1, 0.0, 5, -2
O=C(CSc1nnc(-c2cccnc2)n1-c1ccccc1)Nc1ccc2c(c1)OCO2
 : -3.0, 2, -5, -7, 8, 103, -2, 0.0, -1, -2
Cc1nc2c(-c3ccc(F)cc3)c(C)nn2c(C)c1CCC(=O)N1CCN(c2ccccc2)CC1
 : 0.2, 7, -5, -1, 16, 102, 0, 0.0, 0, 5
C/C(CC(=O)Nc1cccc2c1CCCC2)=N\NC=O
 : -1.8, 5, -3, -7, 4, 101, 2, -0.5, 1, 6
COc1cccc(C(=O)Nc2cccc(SC)c2)c1
 : 1.1, -18, -1, 8, 10, 92, -2, 0.4, -7, 3
CC(C)c1cccc(-c2csc(C(O)c3ccccc3)n2)c1 (stereo not drawn)
 : 5.3, -6, -5, 5, 5, 99, -1, 0.0, -3, -7
CCOC(=O)C(=O)Nc1ccccc1C(=O)Nc1ccc(OC)cc1
 : 0.3, 3, -6, -2, 12, 97, 1, 0.4, 3, 12
C[C@@H]1CN([C@H](C)CO)C(=O)CCCn2nncc2CO[C@@H]1CN(C)C(=O)c1cc(-c2ccccc2)on1
 : 0.5, 0, -3, 14, 3, 96, -2, -0.1, 2, 13
O=C(CNc1cccc(S(=O)(=O)N2CCOCC2)c1)N1CCc2ccccc21
 : 0.4, -3, 12, 2, -6, 98, 1, 0.1, -1, -6

The list goes on:
Second line of a record: MC4R ag barr, H9c2 protect, CaV13 ICDI inh, PDI inh, MC4R antag cAMP, ABCB6 inh MLPCN, HTR2A ag, aDG glyco up, Glyco luc inh, Vif inh
COC(=O)CSc1nnc(-c2cccnc2)n1-c1cc(OC)cc(OC)c1
 : -2.1, 4, -5, -1, 6, 99, 4, -0.1, 0, 10
O=C(CNS(=O)(=O)c1ccccc1)OCC(=O)c1c[nH]c2ccccc12
 : -1.0, 4, -4, -1, 6, 105, 2, -0.2, 2, 11
Cc1sc2nc(C(C)C)nc(SCC(=O)N3CCN(C(=O)c4ccco4)CC3)c2c1C
 : -1.0, 18, -2, 3, 6, 96, 5, 0.2, 0, 4
O=S(=O)(Nc1cccc(-c2ccc(N3CCCCCC3)nn2)c1)c1ccccc1F
 : -1.1, -6, -7, -1, 15, 98, 2, 0.0, 0, 11
Cc1cccn2c(=O)nc(SCC(=O)NC3CCCC3)nc12
 : -1.0, 1, -6, -6, -2, 94, -12, -0.3, 0, 4
N#CCCCCN1c2cccc3cccc(c23)S1(=O)=O
 : -1.9, 4, -4, 5, 4, 92, 6, -0.2, -3, 8
O=c1c(C=Nc2ccc(Cl)cc2)c[nH]n1-c1cccc(Cl)n1
 : 0.5, -11, -7, 1, 6, 101, 4, -0.1, 0, 5
CCOc1ccc(Nc2nc(N)c([N+](=O)[O-])c(N3CCN(CC)CC3)n2)cc1
 : -0.5, 1, -17, -4, 2, 97, -9, 0.1, -4, -4
c1ccc(-c2oc3ncnc(NCCN4CCOCC4)c3c2-c2ccccc2)cc1
 : 0.1, 53*, -9, 4, 14, 93, -6, 0.5, -6, 7
CN(C(=O)CN1C(=O)S/C(=C\c2ccccc2F)C1=O)C1CCS(=O)(=O)C1 (stereo not drawn)
 : -2.6, 2, -3, 5, 6, 95, -2, 0.1, 3, 2

New compounds follow.
Second line of a record: MC4R ag barr, H9c2 protect, CaV13 ICDI inh, PDI inh, MC4R antag cAMP, ABCB6 inh MLPCN, HTR2A ag, aDG glyco up, Glyco luc inh, Vif inh
Cc1cc(C)cc(NC(=S)NC(=O)C2CC2)c1
 : -2.0, -6, ·, -9, -5, 96, 13, -0.1, -1, -2
CC1=NN(C(=O)c2ccccc2C)C(O)(c2ccc(Cl)cc2)C1 (stereo not drawn)
 : 0.5, 15, -4, 0, 8, 99, 0, 0.1, 1, 15
COCCn1c(Cc2ccccc2)nnc1SCC(=O)Nc1ccccc1
 : 3.8, -6, -6, 0, 21, 92, -1, -0.1, 1, -12
O=C(COc1ccc(S(=O)(=O)NC2CCCC2)cc1)N1CCCCCC1
 : -1.4, -16, -3, -4, 7, 103, -1, 0.1, -1, 1
COc1ccc(S(=O)(=O)N2CCCCC2)cc1N(C)S(=O)(=O)c1ccccc1
 : 0.1, 0, -7, 1, 0, 99, -12, 0.2, -2, -4
COc1ccc(OCC(=O)N/N=C/c2ccsc2)cc1
 : -0.6, -1, -3, -6, 3, 101, 6, -0.2, 1, 1
CCN(Cc1ccccc1)C(c1cccs1)c1nnnn1C1CCCCC1 (stereo not drawn)
 : 0.8, -19, -6, -10, 9, 96, 1, 0.1, -8, -5
CCN1CCN(CCNC(=O)c2ccc(CS(=O)c3ccc(Br)cc3)o2)CC1 (stereo not drawn)
 : -1.9, 3, -15, -6, 9, 100, 2, 0.2, -2, 4
C[C@@H]1CN([C@H](C)CO)C(=O)CCCn2cc(nn2)CO[C@H]1CN(C)S(=O)(=O)c1ccc(F)cc1
 : ·, -1, -6, ·, ·, 99, 6, -0.5, 1, 6
CC(=O)Nc1ccc2c(c1)N(C(C)=O)c1ccccc1CC2
 : -1.3, 14, -5, 2, 3, 99, 4, 0.0, 0, -1
NS(=O)(=O)c1ccc(CCNC(=O)CSc2nc3ccsc3c(=O)n2C2CC2)cc1
 : -1.9, 15, -3, -14, 16, 97, 1, -0.2, 0, -1
COCCNC(=S)N(C)[C@H]1C[C@H]2c3cc(Oc4ccccc4C)ccc3CCN2C(=O)[C@H]1[C@H](C)O
 : 1.0, -1, -9, 29, 11, 100, 0, 0.3, -1, -3

3 compounds picked at random from those above, as already listed:
Second line of a record: MC4R ag barr, H9c2 protect, CaV13 ICDI inh, PDI inh, MC4R antag cAMP, ABCB6 inh MLPCN, HTR2A ag, aDG glyco up, Glyco luc inh, Vif inh
Cc1ccc(C)c(NC(=O)CN(C)C(=O)CCN2C(=O)c3ccccc3C2=O)c1
 : -1.7, 6, -2, 4, 3, 96, 5, -0.1, 3, -15
O=S(=O)(Nc1cccc(-c2ccc(N3CCCCCC3)nn2)c1)c1ccccc1F
 : -1.1, -6, -7, -1, 15, 98, 2, 0.0, 0, 11
CCN1C(=O)N[C@@H](c2cccc(F)c2)C(C(=O)OC)=C1C
 : -0.1, -1, -4, -1, 0, 103, 4, 0.3, 4, 7
